Phagocytosis inh – blocks phagocytosis by macrophages | inhibition, % at 5 µM | J774A.1 macrophage IgG-bead phagocytosis, imaging | 0.07% of 110,000 active;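 active means inhibition above the mean of the plate negative controls plus 5 SD, cut at about 13% in these data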;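 further: phagocytic index as fraction of beads internalized from green versus red external bead signal; plate controls were DMSO negative control for no effect and cytochalasin-D positive control for full effect; some results beyond the cut were filed as inactive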
E-sel TNF inh – blocks E-selectin expression induced by TNF alpha | 0.71% of 120,000 active | inhibition, % at 2 µM | HUVEC TNFa-induced E-selectin immunofluorescence, high content;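 active means inhibition above the batch mean plus 3 SD, and confirmed as a hit on visual image review, cut at about 43% in these data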;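 further: 0% = TNF-stimulated DMSO wells and 100% = unstimulated control wells; not every result past the cut was called active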
MRP-1 activ – activators of MRP-1. 0.61% of 140,000 active. viability increase, % at 10 µM. H69AR cells + doxorubicin, viability rescue, CellTiter-Glo;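 active means viability gain under doxorubicin at or above a set limit, the compound median plus 3 SD, cut at about 4.7% in these data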;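 further: MRP-1 overexpressing cells given doxorubicin 25 µM after compound pretreatment; 18-22 h compound pretreatment then 72 h with doxorubicin before readout; 0% = doxorubicin-only wells and 100% = vehicle-treated cells without doxorubicin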
HCT116 PTEN-null – suppresses growth of cells with PTEN deletion. AID 827. 1.2% of 140,000 active. viability, % at 10 µM. HCT116 PTEN-null viability, CellTiter-Glo, 60 h; hits give low values;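 active means viability at or below a set limit, 4 SD under the median of all tested compounds, cut at about 3.7% in these data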;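 further: PTEN knockout HCT116 line with beta catenin targeted HCT116 as companion control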
Yeast lifespan up – extends the lifespan of yeast. 0.68% of 130,000 active. S. cerevisiae growth with nicotinamide, OD615; deaD strain in restrictive glucose medium. inhibition of the nicotinamide effect, % at 10 µM. AID 775;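 active means inhibition above a set limit, placed 3 SD over the median of all compounds, cut at about 26% in these data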;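 further: 0% = nicotinamide-treated wells and 100% = cells grown without nicotinamide; some compounds called inactive have numbers as strong as hits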
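Test system: DeaD-strain S. cerevisiae / Buffer or medium: restrictive glucose medium / Also added: nicotinamide 1.5 mM / Doses: one concentration, 10 µM, DMSO 0.25% / Schedule: 48 h at 30 °C / Signal: OD615 measurement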
GALR2 blocker – blocks the human galanin receptor 2; O43603; inhibition, % at 4 µM; GALR2-expressing cells, antagonist mode; 0.39% of 140,000 active; in the data active means inhibition above about 27%;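 further: cells stimulated with galanin 1-16 at roughly its EC80; 0% = agonist challenge control and 100% = basal control without agonist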
Target sequence (O43603 whole entry, looked up): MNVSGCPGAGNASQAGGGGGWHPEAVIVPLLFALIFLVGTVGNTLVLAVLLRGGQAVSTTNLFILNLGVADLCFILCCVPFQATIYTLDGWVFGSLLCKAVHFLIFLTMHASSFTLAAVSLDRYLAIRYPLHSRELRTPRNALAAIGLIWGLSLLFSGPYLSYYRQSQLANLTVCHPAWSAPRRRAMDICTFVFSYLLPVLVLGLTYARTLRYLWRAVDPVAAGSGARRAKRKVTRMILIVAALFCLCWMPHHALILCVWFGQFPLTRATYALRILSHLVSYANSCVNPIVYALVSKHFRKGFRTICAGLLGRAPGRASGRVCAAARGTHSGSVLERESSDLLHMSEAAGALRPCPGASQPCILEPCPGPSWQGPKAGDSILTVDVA
NPY Y2 blocker – blocks the human neuropeptide Y Y2 receptor | P49146 | NPY-Y2 expressing cells, antagonist mode | inhibition, % at 2.7 µM | 0.99% of 140,000 active; in the data active means inhibition above about 17%;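 further: 0% = vehicle with agonist challenge and 100% = reference antagonist with challenge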
Target sequence (P49146 whole entry, looked up): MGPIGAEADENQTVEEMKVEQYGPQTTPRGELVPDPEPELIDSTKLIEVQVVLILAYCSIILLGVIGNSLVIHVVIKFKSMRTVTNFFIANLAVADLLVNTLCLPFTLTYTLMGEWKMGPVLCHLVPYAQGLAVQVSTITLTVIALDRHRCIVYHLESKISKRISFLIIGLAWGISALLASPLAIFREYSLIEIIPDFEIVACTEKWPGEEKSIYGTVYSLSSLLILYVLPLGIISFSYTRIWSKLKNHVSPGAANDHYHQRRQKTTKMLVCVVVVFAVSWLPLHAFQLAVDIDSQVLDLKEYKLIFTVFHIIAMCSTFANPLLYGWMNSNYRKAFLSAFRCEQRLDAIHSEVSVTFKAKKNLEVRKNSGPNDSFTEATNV
BB579 growth dn – reduces growth of yeast BB579 in restrictive medium; 0.51% of 140,000 active; inhibition, % at 10 µM; S. cerevisiae BB579 growth, OD615, 48 h; AID 804;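 active means inhibition above a set limit, 3 SD over the mean compound inhibition, cut at about 44% in these data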; further: inactives centre near -24
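Assay system: S. cerevisiae DeaD strain BB579 yeast. Medium: CSMM-D restrictive synthetic medium containing dextrose (glucose). Times: 4 h cell preincubation, 48 h compound exposure, 30 °C humidified. Signal: OD615 turbidity measurement. Benchmarks: positive control amphotericin B 10 µg/mL.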
HCT116 bCat-KO – beta-catenin-lacking colon tumor cell growth suppression | viability, % at 10 µM | HCT116 beta-catenin knockout viability, CellTiter-Glo, 60 h; hits give low values | 1.5% of 140,000 active;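 active means viability at or under a set limit, the compound median less 4 SD, cut at about 6% in these data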;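 further: 0% = Hyamine 1622 control at 20 µM and 100% = untreated cell control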
Measles CPE – protection of cells from measles virus; Measles virus-infected cells, CPE protection, absorbance; protection (pct of control), % at 4 µM; 1.5% of 140,000 active; AID 841; in the data active means protection mostly above about 24%, no sharp cut-off; inactive means mostly below about 26%; further: some compounds called inactive have numbers as strong as hits
* hit, by the source's call; nt = no result given.

Values run as follows: Phagocytosis inh, E-sel TNF inh, MRP-1 activ, HCT116 PTEN-null, Yeast lifespan up, GALR2 blocker, NPY Y2 blocker, BB579 growth dn, HCT116 bCat-KO, Measles CPE
- COc1ccc(S(=O)(=O)NC(C)C(=O)Nc2ccccc2C(F)(F)F)cc1 (centres undefined)
    1, 4, -0.6, 93, -7, 1, 1, -49, 101, 11
- CCOC(=O)CN1C(=O)C(O)(C2CCc3ccccc3C2=O)c2ccccc21 (centres undefined)
    -1, -7, -1.7, 93, 6, -2, 2, -26, 77, 27
- CCOC(=O)CC(=O)CSc1nc(-c2ccccc2)cc(-c2ccc(Cl)cc2)c1C#N
    nt, -14, -4.4, 73, -7, -3, 2, -32, 86, 5
- Cc1cc(C(=O)Nc2ccc(N3CCCC3)c(Cl)c2)ccc1[N+](=O)[O-]
    -7, nt, 2.8, 68, -4, 5, 0, 14, 75, 4
- CC1CN(c2ncnc3c2oc2ccccc23)CC(C)O1 (centres undefined)
    0, -6, -1.5, 90, -14, -3, 5, -59, 94, 7
- COc1ccc(N(CC(=O)Nc2c(C)n(C)n(-c3ccccc3)c2=O)S(=O)(=O)c2ccc(F)cc2)cc1
    -4, nt, -0.1, 111, 3, 25, 0, 2, 94, 23
- CCOC(=O)c1cnc2c(cnn2C)c1NCCCN(C)C
    nt, -6, -3.9, 105, -20, 1, 7, 4, 94, 5
- O=C(Nc1ccc(Cl)c(Cl)c1)Nc1nnc(-c2ccncc2)s1
    -9, -34, -2.2, 49, 0, -13, 1, -11, 53, 4
- O=c1c(OC2OC(CO)C(O)C(O)C2O)c(-c2ccc(O)c(O)c2)oc2cc(O)cc(O)c12 (centres undefined)
    nt, -19, -0.6, 89, 0, -7, -1, -33, 102, 22
- O=C(CSc1nnnn1-c1ccccc1)Nc1ccc(N2CCOCC2)c(Cl)c1
    1, -9, -2.6, 85, -26, 1, -3, -8, 81, 12
- CCN(CC)c1ccc(/C=N/NS(=O)(=O)c2ccc(CNC(C)=O)cc2)cc1
    -6, nt, -0.2, 100, -5, -15, 0, -31, 96, 30
- CSCC[C@H](NC(=O)OC(C)(C)C)c1nnc(SCC(=O)N(C)C)o1
    0, -28, -0.8, 101, -5, -8, -2, -37, 103, 5
- CCCCN1CC(C(=O)NCc2ccc(C)cc2)CC1=O (centres undefined)
    0, 26, -1.2, 108, -1, -9, 1, -22, 94, 30
- CC(=O)c1cccc(NC(=O)NC2CCCCC2)c1
    0, -7, 0.7, 106, -1, 5, 0, -44, 101, 8
- Cc1nc2ncnn2c(C)c1Cc1ccccc1Cl
    0, 8, -0.4, 92, -8, -11, 4, -12, 99, 20
- CCCCN(CC)C(=O)Cc1ccc(Br)cc1
    2, nt, 1.1, 98, 3, 9, 2, -11, 96, 27
- COCCNc1nc(N)c([N+](=O)[O-])c(NCC2CCCO2)n1 (centres undefined)
    nt, nt, -1.4, 95, -1, 6, 1, -25, 101, 7
- Cc1nn(-c2nnc(C)c(=O)[nH]2)c(C)c1SCC(=O)Nc1ccc(F)cc1
    nt, -4, -0.6, 95, -13, -1, -3, -35, 99, 4
- Cc1ccc(-n2c(SCc3ccc(C#N)cc3)nnc2-c2ccccn2)cc1
    -4, nt, -1.1, 100, 3, -9, 10, -43, 87, 17
- CCCCC1(C)OC(=O)C(=Cc2ccc(N(CC)CC)cc2)C(=O)O1 (centres undefined)
    2, 13, -1.8, 89, 22, -20, 4, -2, 89, 7

Entries of single compounds, quoted from the list.
`O=C(Nc1ccc(Cl)c(Cl)c1)Nc1nnc(-c2ccncc2)s1` reads Phagocytosis inh: -9; E-sel TNF inh: -34; MRP-1 activ: -2.2; HCT116 PTEN-null: 49; Yeast lifespan up: 0; GALR2 blocker: -13; NPY Y2 blocker: 1; BB579 growth dn: -11; HCT116 bCat-KO: 53; Measles CPE: 4
`COCCNc1nc(N)c([N+](=O)[O-])c(NCC2CCCO2)n1` (centres undefined) reads Phagocytosis inh: nt; E-sel TNF inh: nt; MRP-1 activ: -1.4; HCT116 PTEN-null: 95; Yeast lifespan up: -1; GALR2 blocker: 6; NPY Y2 blocker: 1; BB579 growth dn: -25; HCT116 bCat-KO: 101; Measles CPE: 7

Other results follow:
Values run as follows: Phagocytosis inh, E-sel TNF inh, MRP-1 activ, HCT116 PTEN-null, Yeast lifespan up, GALR2 blocker, NPY Y2 blocker, BB579 growth dn, HCT116 bCat-KO, Measles CPE
- CCOC(=O)N1CCN(C(=O)c2ccc(-n3c(=S)[nH]c4ccccc4c3=O)cc2)CC1
    nt, 2, -2.0, 106, nt, 25, 0, -32, 100, 10
- Cc1ccc(C(=O)O)cc1NC(=S)NC(=O)C(c1ccccc1)c1ccccc1
    -2, 13, -3.0, 98, 3, -2, -1, 1, 93, 22
- Cc1nn(Cc2ccccc2)c2c1C(c1ccccc1)C(C#N)=C(N)O2 (centres undefined)
    nt, 11, 2.2, 99, nt, -17, -1, -52, 94, 24
- Cc1ccc(-c2nc3ccccn3c2NCc2ccc3c(c2)OCO3)cc1
    nt, 8, -3.6, 72, -18, 7, 0, -11, 81, 7
- COc1cc(-c2cc(C(=O)O)c3c(OC)c(OC)c(OC)cc3n2)ccc1O
    0, nt, 0.8, 97, -10, 4, 1, -34, 100, 5
- Cn1cnnc1SCCn1c(N2CCCCC2)nc2c1c(=O)[nH]c(=O)n2C
    -1, nt, 0.5, 100, -7, 2, 4, -20, 96, 4
- Cc1c(NC(=O)c2cc3ccccc3o2)c(=O)n(-c2ccccc2)n1C
    -2, 24, -2.0, 95, -5, 3, 1, -11, 93, 13
- CCN(CC(O)Cn1c2ccccc2c2ccccc21)S(=O)(=O)c1ccc(F)cc1 (centres undefined)
    0, -13, -2.4, 79, -9, -7, 2, -43, 75, 3
- CCn1c(SCc2ccc(Cl)cc2Cl)nc2nc3c(cc2c1=O)CCCC3
    nt, -6, -1.0, 67, -7, -5, 0, -36, 77, 10
- Nn1c(COc2cccc(Br)c2)nnc1SCC(=O)N1CCc2ccccc2C1
    -1, nt, 1.2, 92, -13, -4, 7, -13, 71, 7
- Cc1cccc(OCC(=O)Nc2ccc3c(c2)nc(CCN2CCN(C)CC2)n3C)c1
    0, 31, -1.9, 82, -8, 5, 2, 21, 88, 18
- CC(CCc1ccccc1)NC(=O)c1ccco1 (centres undefined)
    nt, -17, -3.0, 94, nt, 13, 1, -31, 85, 7
- CCOC(=O)c1nn(-c2ccccc2)c(C)c1C(C)=O
    0, -14, -2.6, 99, -3, -2, 2, -28, 95, 4
- O=C(N/N=C/C=C/c1ccc([N+](=O)[O-])cc1)C1COc2ccccc2O1 (centres undefined)
    nt, nt, -2.6, 63, -5, 5, 2, -7, 76, 17
- COc1ccc(CC(=O)NNC(=O)COc2ccc(Br)cc2C)cc1OC
    -4, nt, -0.3, 92, -3, -12, 8, -22, 88, 8
- COc1ccc(Cl)cc1NC(=O)c1nc2nc(C)cc(C(F)F)n2n1
    0, nt, -2.9, 31, -6, 3, 2, -36, 52, 8
- Cc1ccc(S(=O)(=O)N2CCCC(C(=O)NCc3ccco3)C2)cc1Cl (centres undefined)
    nt, 7, -1.9, 82, nt, 6, 0, -29, 78, 9
- O=C(CCNS(=O)(=O)c1cccs1)N1CCc2ccccc2C1
    nt, 5, 0.2, 105, -10, -9, 4, 5, 97, 1
- O=C(Nc1ccc(S(=O)(=O)Nc2ncccn2)cc1)c1cccnc1
    -2, nt, 0.8, 106, 2, 3, -1, -41, 94, 10
- N#C/C(C(=O)NCCc1ccccc1)=C1/N=C(NC(=O)c2cccs2)c2ccccc21
    0, -19, -4.7, 56, 2, 8, 5, -5, 62, 10

The final 3 entries of the part before are carried over, then new ones follow:
Values run as follows: Phagocytosis inh, E-sel TNF inh, MRP-1 activ, HCT116 PTEN-null, Yeast lifespan up, GALR2 blocker, NPY Y2 blocker, BB579 growth dn, HCT116 bCat-KO, Measles CPE
- O=C(CCNS(=O)(=O)c1cccs1)N1CCc2ccccc2C1
    nt, 5, 0.2, 105, -10, -9, 4, 5, 97, 1
- O=C(Nc1ccc(S(=O)(=O)Nc2ncccn2)cc1)c1cccnc1
    -2, nt, 0.8, 106, 2, 3, -1, -41, 94, 10
- N#C/C(C(=O)NCCc1ccccc1)=C1/N=C(NC(=O)c2cccs2)c2ccccc21
    0, -19, -4.7, 56, 2, 8, 5, -5, 62, 10
- O=C(NC(Cc1ccccc1)C(=O)O)/C(=C/c1ccco1)NC(=O)c1cccc(Br)c1 (centres undefined)
    -5, -3, -0.5, 99, -4, 2, 1, 4, 105, 4
- COc1cccc(/C=N/NC(=O)CCCC(=O)NC2CCCCC2)c1
    -7, nt, -0.8, 99, 2, 10, 0, -20, 99, 8
- N#CC1=C(N)C(C#N)(C#N)C(c2cccnc2)C2CCCC=C12 (centres undefined)
    0, -26, -5.1, 92, -16, 1, -1, -11, 96, 6
- c1ccc(OCc2nn3c(C4CCCCC4)nnc3s2)cc1
    -1, 34, 0.1, 94, -11, 7, 9, -39, 93, 1
- COc1cccc(N=C2SC(C(=O)Nc3ccccc3F)CC(=O)N2C)c1 (centres undefined)
    1, nt, -2.4, 91, -4, -16, 1, -20, 90, 18
- CC(C)C(OC(=O)CN1C(=O)COc2ccccc21)C(=O)NC1CCCC1 (centres undefined)
    1, -7, 1.2, 84, 34*, 6, 18*, -8, 84, 3
- CCn1ccc(C(=O)Nc2ccc(Cl)cn2)n1
    0, nt, 1.9, 103, -9, -4, -1, -19, 90, 3
- CC1Cc2ccccc2N1C(=O)c1cnc2sccn2c1=O (centres undefined)
    2, nt, -2.7, 97, -11, 7, 3, 30, 94, 13
- O=C(COc1ccc(S(=O)(=O)N2CCOCC2)cc1)Nc1ccc(Cl)c(C(F)(F)F)c1
    -2, nt, -2.9, 28, -14, -9, 2, -38, 38, 12
- Cc1ccc(NC(=O)COc2ccc(-n3cnnn3)cc2)cc1C
    nt, 3, -1.9, 82, nt, 7, 0, -36, 83, 3
- COc1ccccc1/C=N/NC(=O)C(C)Cn1cnc2ccccc21 (centres undefined)
    nt, -15, -1.5, 96, 3, -12, 2, -24, 99, 19
- CC1=C(C(=O)OCc2ccccc2)C(c2ccc(C)o2)C2=C(CCCC2=O)N1 (centres undefined)
    -1, nt, 0.1, 95, -10, 13, 1, -31, 98, 5

Source: PubChem BioAssay
